MT1-MMP act inh: blockers of MT1-MMP proenzyme processing, primary screen, HT1080 RFP-PRO-GFP cells, GFP/RFP fluorescence | Matrix metalloproteinase-14 (Homo sapiens), P50281 | GFP/RFP ratio fluorescence, overnight; percent of plate control window, DMSO zero | GFP/RFP ratio change, % at 20 µM | 360,000 compounds, 0.061% hits;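 active means GFP/RFP ratio change of at least 30% with cell ATP level not reduced by more than half and red fluorescence within 50% of control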; further: strong numbers were not always called active
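Material: RFP-PRO-GFP reporter HT1080 cells. Dosing: single-point 20 µM compound, 1% DMSO. Controls: DMSO and RFP-L50D-GFP cell wells. Timing: cells overnight before dosing, compound overnight, 37 °C, 5% CO2. Measure: GFP/RFP fluorescence ratio.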
SKN-1 block: suppressors of acrylamide-induced Pgst-4::GFP reporter in worms, primary screen, SKN-1 inhibitor project, whole organism, uHTS, GFP/RFP fluorescence ratio, strain VP596 | C. elegans VP596 Pgst-4::GFP/RFP ratio, 24 h | 360,000 compounds, 0.49% hits | inhibition, % at 21.8 µM;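 active means interference check ratio from 0.5 to 1.5 plus GFP to RFP signal ratio inhibition reaching or exceeding a fixed threshold, cut at about 30% in these data, passing the limit was not always enough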; further: some compounds called inactive have numbers as strong as hits
Rpn11 inh: Rpn11 (PSMD14) deubiquitinase inhibitors, primary screen, biochemical, fluorescence polarization, uHTS | human 26S proteasome, Ub4-pepOG fluorescence polarization; 20S core pre-blocked with epoxomicin | calls only at 20 µM | 360,000 compounds, 0.59% hits | AID 588493, 2011;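 active means inhibition at 20 µM, scaled to each plate's controls, above about 33%, limit read from the data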
Target sequence (O00487 whole entry, looked up): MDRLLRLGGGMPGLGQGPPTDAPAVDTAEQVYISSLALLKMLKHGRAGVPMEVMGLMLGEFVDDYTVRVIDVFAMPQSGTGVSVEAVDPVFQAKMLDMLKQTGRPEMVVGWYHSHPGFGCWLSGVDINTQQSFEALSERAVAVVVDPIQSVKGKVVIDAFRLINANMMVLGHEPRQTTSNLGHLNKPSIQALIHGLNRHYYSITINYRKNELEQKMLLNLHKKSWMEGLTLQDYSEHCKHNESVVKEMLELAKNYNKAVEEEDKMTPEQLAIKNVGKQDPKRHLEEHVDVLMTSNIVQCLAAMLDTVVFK
PABP1 MLLE inh: inhibitors of PABP1 MLLE–PAM2 peptide binding, primary screen, biochemical, fluorescence polarization, FITC-PAM2, GST-MLLE; Polyadenylate-binding protein 1 (Homo sapiens), P11940; inhibition, % at 20 µM; 360,000 compounds, 0.36% hits; in the data active means inhibition above about 35%, passing the limit was not always enough;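 further: plate controls were DMSO wells with GST-MLLE for no effect and wells lacking GST-MLLE protein for full effect; some results filed as inactive read as strong as hits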
NadD block: inhibitors of S. aureus NadD, primary screen, biochemical, colorimetric, uHTS. 360,000 compounds, 0.78% hits. Nicotinate-nucleotide adenylyltransferase NadD (Staphylococcus aureus N315). purified NadD enzyme, colorimetric absorbance read-out. inhibition, % at 20 µM; in the data active means inhibition above about 26%; further: some compounds past the cut are filed as inactive
FAS-TE inh: FAS thioesterase domain inhibitors, primary screen, biochemical, fluorescence intensity, uHTS; Fatty acid synthase (Homo sapiens), P49327; inhibition, % at 15 µM; AID 602261, 2012; 360,000 compounds, 0.67% hits; recombinant FAS-TE, OMFH fluorogenic substrate, fluorescence endpoint;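 active means compounds whose normalised, plate-corrected inhibition of enzyme fluorescence in the single-dose primary screen is 50% or more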;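 further: 0% = DMSO with enzyme and 100% = substrate without enzyme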
Rin1 Abl inh: inhibitors of Rin1-Abl protein binding, primary screen, biochemical, TR-FRET | Tyrosine-protein kinase ABL1 (Homo sapiens) + Ras and Rab interactor 1 (Homo sapiens), … | inhibition, % at 7.35 µM | 360,000 compounds, 0.4% hits | AID 588664, 2011; in the data active means inhibition above about 5%, passing the limit was not always enough
CSN deneddyl inh: inhibitors of CSN-mediated cullin deneddylation, primary screen, biochemical, fluorescence polarization, uHTS | Purified CSN, SCF-Nedd8-OG deneddylation | 360,000 compounds, 0.38% hits | inhibition, % at 12.5 µM;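 active means pattern-corrected inhibition above about 35%, with an unprinted fluorescence ratio check between 0.5 and 1.5, limit read from the data, passing the limit was not always enough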;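 further: 0% = enzyme with substrate and 100% = substrate without enzyme; some results filed as inactive read as strong as hits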
Target sequence (Q92905 whole entry, looked up, one chain of several): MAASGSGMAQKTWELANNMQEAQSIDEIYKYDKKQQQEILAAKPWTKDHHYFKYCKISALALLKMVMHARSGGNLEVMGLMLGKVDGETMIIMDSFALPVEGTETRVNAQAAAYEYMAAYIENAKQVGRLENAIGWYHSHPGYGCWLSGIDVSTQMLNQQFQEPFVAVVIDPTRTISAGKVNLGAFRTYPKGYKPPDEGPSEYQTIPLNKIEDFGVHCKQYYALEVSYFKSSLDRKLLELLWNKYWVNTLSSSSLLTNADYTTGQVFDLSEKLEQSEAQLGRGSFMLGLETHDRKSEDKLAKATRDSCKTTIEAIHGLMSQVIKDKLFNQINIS
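Assay system: purified human Csn5 enzyme expressed in HEK293T cells; measure: % inhibition; also added: SCFSkp2-Nedd8OG substrate at 10 nM final; technique: fluorescence polarization; times: reaction 90 min, room temperature; medium: Tris buffer pH 7.5, NaCl, DTT, Tween-20, trehalose, ovalbumin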
Neddyl block: inhibitors of cullin neddylation, primary screen, biochemical, TR-FRET, uHTS, NAE and Ubc12; 360,000 compounds, 0.58% hits; calls only at 25 µM; NEDD8-conjugating enzyme Ubc12 (Homo sapiens) + NEDD8-activating enzyme E1 regulatory …; in the data active means inhibition above about 36%
Numbers without * were called inactive; i = inactive; · = not tested or not shown.

SMILES	MT1-MMP act inh	SKN-1 block	Rpn11 inh	PABP1 MLLE inh	NadD block	FAS-TE inh	Rin1 Abl inh	CSN deneddyl inh	Neddyl block
CC1CC(C)CN(S(=O)(=O)c2ccc3c(c2)NC(=O)C(C)C(=O)N3)C1 (stereo not given)	-2	5	i	-6	-5	-4	-3	-4	i
O=C(Nc1nc(-c2ccccc2)cs1)C1CCCN(S(=O)(=O)c2cccc([N+](=O)[O-])c2)C1 (stereo not given)	-11	-3	i	-11	24	32	1	-2	i
Cc1ccccc1C(=O)Nc1c2c(nn1C(C)(C)C)CS(=O)(=O)C2	1	6	i	4	-6	-1	1	0	i
CC(NC(=O)c1cc(S(=O)(=O)N(C)C)ccc1Cl)C1CC2CCC1C2 (stereo not given)	0	4	i	-7	0	2	6	4	i
C=C1CC[C@@H]2[C@](C)(CO)[C@H](O)CC[C@@]2(C)[C@@H]1/C=C/C1=CCOC1=O	0	6	i	12	-4	-6	1	-2	i
CNC(=O)N(c1ccccc1)c1ccccc1	10	0	i	7	-2	-9	1	4	i
CN1CCN(C(=S)c2cn(Cc3ccccc3F)c3ccccc23)CC1	-3	6	i	-1	-6	-1	0	-2	i
COc1ccccc1NC(=O)C(=O)NCC1COc2ccccc2O1 (stereo not given)	-2	9	i	-11	-5	14	1	-2	i
CC(C)NC(=O)NC(=O)COC(=O)CCOc1ccccc1	3	-20	i	-5	-9	-12	-2	6	i
Cc1nn(-c2ccccc2)c(C)c1/C=N/NC(=O)c1cc(-c2cccc3ccccc23)n[nH]1	1	2	i	16	16	37	1	5	i
CCOC(=O)c1ccc(NC(=O)CCSCCc2ccccn2)cc1	-3	1	i	10	3	-5	-3	2	i
Cc1ccc(CC(NC(=O)C2CCCCC2)C(=O)O)cc1 (stereo not given)	2	15	i	4	-4	-6	0	-2	i
O=C1NC(=Nc2ccccc2Cl)S/C1=C\c1cccc([N+](=O)[O-])c1	4	15	i	-4	5	8	-3	19	i
Cc1cc(C)c2sc(NC(=O)C3=COCCO3)nc2c1	1	18	i	9	-2	1	3	2	i
COc1cc(NS(=O)(=O)c2ccc(NC(=O)c3ccc(S(=O)(=O)N4CCCCC4)cc3)cc2)ncn1	-2	5	i	10	-1	0	1	-11	i
CCOc1ccc(NC(=O)CN(C)C(=O)c2cn(-c3ccc(C)cc3)nc2-c2cccc(OC)c2)cc1OCC	1	15	i	-6	-7	34	0	3	i
O=C(CN1C(=O)NC2(CCCCC2)C1=O)Nc1ccccc1N1CCCCC1	-1	0	i	-5	-4	-1	1	0	i
Cc1nn(CC(=O)N2CCCCCC2)c(=O)c2cc3occc3n12	-2	-11	i	2	0	-4	3	-3	i
C[C@H](CO)N1C[C@H](C)[C@@H](CN(C)S(=O)(=O)c2cn(C)cn2)OCc2cn(nn2)CCCC1=O	-3	-6	i	-12	0	-8	-2	-3	i
Cc1cc(C)cc(CC(=O)N2CCC2(C)C(=O)NS(=O)(=O)c2ccc(C#N)cc2)c1 (stereo not given)	-1	6	i	7	5	-4	-4	0	i
O=C(Nc1ccccc1)[C@@H]1CC=C[C@@H]2CCN(Cc3ccc(Cl)c(Cl)c3)C(=O)[C@@H]21	4	13	i	-11	7	32	0	4	i
Cc1ccc(NC(=O)CN(C)C(=O)C(C)OC(=O)c2ccccc2NCCO)cc1 (stereo not given)	1	-14	i	-10	-1	-4	1	-1	·
Cc1noc(C)c1C(=O)Nc1nc(-c2ccc(F)c(F)c2)cs1	-4	7	i	5	-7	12	-1	5	i
COc1ccc(OC)c(NC(=O)CN(c2ccc(OC)c(Cl)c2)S(C)(=O)=O)c1	7	0	i	-3	-2	8	-2	3	i
Cn1ncc2c(Sc3ccc(Cl)cc3)ncnc21	-10	1	i	19	-8	5	2	-1	i

Among those listed so far, these have fluorine:
SMILES	MT1-MMP act inh	SKN-1 block	Rpn11 inh	PABP1 MLLE inh	NadD block	FAS-TE inh	Rin1 Abl inh	CSN deneddyl inh	Neddyl block
CN1CCN(C(=S)c2cn(Cc3ccccc3F)c3ccccc23)CC1	-3	6	i	-1	-6	-1	0	-2	i
Cc1noc(C)c1C(=O)Nc1nc(-c2ccc(F)c(F)c2)cs1	-4	7	i	5	-7	12	-1	5	i

Next section:
SMILES	MT1-MMP act inh	SKN-1 block	Rpn11 inh	PABP1 MLLE inh	NadD block	FAS-TE inh	Rin1 Abl inh	CSN deneddyl inh	Neddyl block
O=C(NCc1nnnn1-c1ccc(Cl)cc1)C(=O)c1c[nH]c2ccccc12	0	5	i	8	-5	-5	2	-2	i
Cc1ccc([N+](=O)[O-])cc1NC(=O)C(C)N1CCCCC1 (stereo not given)	4	-6	i	0	7	1	1	4	i
CS(=O)(=O)N1CCC(C(=O)Nc2c(F)cccc2F)CC1	-4	11	i	0	0	-5	1	4	i
Cc1noc(C)c1C(=O)OCC(=O)Nc1cccc(F)c1	1	-5	i	2	1	-1	4	-3	i
CCOC(=O)c1c(S(=O)(=O)NCC(=O)Nc2ccc(C)cc2)c(C)n(C)c1C	0	5	i	-4	-9	-3	1	-4	i
CCOC(=O)c1ccc(NS(=O)(=O)c2c(C)nc3sccn3c2=O)cc1	-2	-2	i	0	0	-2	-2	-2	i
Cc1ccc(N/C=C/C(=O)c2ccccc2)cc1Br	-5	6	i	-13	-8	6	-1	3	i
COc1cc(NC(=O)[C@@H]2O[C@H](CO)[C@@H](O)[C@H]2O)cc(OC)c1OC	1	-2	i	16	3	-4	-3	1	i
CN(C)S(=O)(=O)n1cc(/C=C(\NC(=O)c2ccccc2)C(=O)N2CCCC2)c2ccccc21	0	12	i	-9	0	37	1	-3	i
COCCn1c(SCC(=O)Nc2cc(C)on2)nc2c(c1=O)SC(C)C2 (stereo not given)	2	8	i	-5	-5	-2	0	-5	i
CCCOc1ccc(C2c3c(oc4ccccc4c3=O)C(=O)N2CCCN2CCOCC2)cc1 (stereo not given)	-1	4	i	14	1	11	-5	4	i
CCCCCC(=O)N1C[C@@H](n2cc(-c3ccc(F)cc3)nn2)[C@H](O)C[C@@H]1c1ccc(Cl)cc1	3	9	i	0	1	47	-2	2	i
Cc1oc2ccc(Br)cc2c(=O)c1-c1nn[nH]n1	6	-2	i	-13	2	-6	-2	-7	i
CCS(=O)(=O)Nc1cccc(C2=NN(S(=O)(=O)c3ccccc3)C(c3ccco3)C2)c1 (stereo not given)	0	10	i	-3	-1	9	-4	-4	i
CCCN1C(=O)/C(=C/c2ccc(C)o2)SC1=Nc1ccc(OCC)cc1	·	-2	i	13	18	23	-3	-9	i
O=C(O)C1CCCCC1C(=O)Nc1ccc(F)c(F)c1 (stereo not given)	-3	5	i	11	-1	-12	-2	1	i
COc1ccc(NC(=O)c2ccco2)c(NC(=O)c2ccc([N+](=O)[O-])cc2)c1	2	0	i	-1	-2	23	2	-5	i
Cc1cccc(OC(C)C(=O)N2CCN(Cc3ccc4c(c3)OCO4)CC2)c1 (stereo not given)	2	20	i	7	-4	-6	4	3	i
COc1ccccc1C(=O)N/N=C(\C)CC(=O)Nc1ccccn1	-3	-5	i	6	-2	-5	4	-1	i
Cc1ccc(F)c(S(=O)(=O)NC(=O)C2(C)CCN2C(=O)C2(c3ccc(Cl)cc3)CC2)c1 (stereo not given)	-1	-6	i	5	2	-13	-3	4	i

One compound at a time, as listed above. Screens in order: MT1-MMP act inh	SKN-1 block	Rpn11 inh	PABP1 MLLE inh	NadD block	FAS-TE inh	Rin1 Abl inh	CSN deneddyl inh	Neddyl block
CS(=O)(=O)N1CCC(C(=O)Nc2c(F)cccc2F)CC1 is listed as -4	11	i	0	0	-5	1	4	i
O=C1NC(=Nc2ccccc2Cl)S/C1=C\c1cccc([N+](=O)[O-])c1 is listed as 4	15	i	-4	5	8	-3	19	i
Cc1ccc(NC(=O)CN(C)C(=O)C(C)OC(=O)c2ccccc2NCCO)cc1 (stereo not given) is listed as 1	-14	i	-10	-1	-4	1	-1	·

Screens (PubChem)
